Assay outcomes deposited in PubChem BioAssay by several laboratories.
BoNT-A LC inh2 = BoNT A light chain protease inhibition; inhibition, % at 10 µM; hit rate 0.17% among 360,000; multiplex microsphere protease substrate cleavage, flow cytometry; further: plate controls were buffer without enzyme for full effect and enzyme alone for no effect
PfHsp40 rescue = rescue of PfHsp40-mediated yeast toxicity; hit rate 0.68% among 340,000; growth rescue, % at 12.5 µM; AID 504582; S. cerevisiae expressing PfHsp40, growth rescue, ATP luminescence; in the data active means growth rescue above about 28%, passing the limit was not always enough;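 further: yeast W303a lacking pdr1 and pdr3 grown in galactose medium; growth measured after three days at 30 °C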
TcdB inh = TcdB glycohydrolase inhibition. AID 652162. TcdB glycohydrolase enzymatic assay, plate reader. hit rate 0.24% among 350,000. inhibition, % at 9.99 µM. P18177; in the data active means inhibition above about 10%
Vc quorum ag = quorum light induction in luxS cqsA deficient V. cholerae. V. cholerae BH1578 lux reporter, luminescence, 6 h. activation, % at 18.7 µM. hit rate 0.16% among 350,000. AID 588436; in the data active means activation mostly above about 9.7%, no sharp cut-off; further: not every result past the cut was called active; inactives centre near 0; reference of the scale not given here
Yp Topo-I inh = inhibitors of Yersinia pestis topoisomerase I; Y. pestis Topo-I cleavage product accumulation, plate reader; activity, % at 10 µM; hit rate 0.064% among 360,000; in the data active means activity above about 50%, passing the limit was not always enough; further: inactives centre near 2
SARS 3CLpro inh = SARS-CoV 3CLpro protease inhibition; P0C6X7; recombinant SARS-CoV 3CLpro, quenched FRET peptide cleavage; inhibition, % at 6 µM; hit rate 0.14% among 290,000; AID 1706; in the data active means inhibition above about 12%
Anthrax LF prot = anthrax lethal factor protease inhibition; P15917; multiplex microsphere protease cleavage assay, LF; inhibition, % at 10 µM; hit rate 0.12% among 360,000; AID 588501; further: plate controls were buffer without enzyme for full effect and enzyme alone for no effect
Target sequence (P15917 whole entry, looked up): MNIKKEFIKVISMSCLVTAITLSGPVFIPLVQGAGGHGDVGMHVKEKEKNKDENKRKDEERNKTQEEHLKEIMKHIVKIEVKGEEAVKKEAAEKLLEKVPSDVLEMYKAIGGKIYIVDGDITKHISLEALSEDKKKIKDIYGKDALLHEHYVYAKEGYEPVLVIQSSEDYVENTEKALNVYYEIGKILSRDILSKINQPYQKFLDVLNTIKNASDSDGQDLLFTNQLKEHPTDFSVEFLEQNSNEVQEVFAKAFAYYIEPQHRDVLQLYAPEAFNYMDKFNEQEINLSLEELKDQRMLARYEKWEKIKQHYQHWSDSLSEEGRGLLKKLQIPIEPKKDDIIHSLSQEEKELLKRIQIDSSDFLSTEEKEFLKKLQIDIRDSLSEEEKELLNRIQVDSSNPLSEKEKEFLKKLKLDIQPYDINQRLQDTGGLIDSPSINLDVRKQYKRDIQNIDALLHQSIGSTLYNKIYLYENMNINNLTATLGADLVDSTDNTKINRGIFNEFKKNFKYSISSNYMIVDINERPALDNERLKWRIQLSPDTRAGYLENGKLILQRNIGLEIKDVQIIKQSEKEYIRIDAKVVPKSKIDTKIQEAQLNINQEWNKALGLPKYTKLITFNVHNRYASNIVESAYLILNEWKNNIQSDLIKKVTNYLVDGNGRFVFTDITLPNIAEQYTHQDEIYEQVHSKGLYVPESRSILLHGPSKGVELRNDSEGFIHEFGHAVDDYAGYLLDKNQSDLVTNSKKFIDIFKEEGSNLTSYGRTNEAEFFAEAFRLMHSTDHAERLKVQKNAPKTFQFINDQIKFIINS
VHR inh abs = DUSP3 (human) phosphatase inhibition; P51452; recombinant VHR phosphatase, pNPP absorbance; inhibition, % at 13.3 µM; hit rate 0.52% among 290,000; AID 1654; in the data active means inhibition above about 50%; further: some compounds called inactive have numbers as strong as hits
PriA SSB inh = blocks PriA binding to SSB C-terminal tail; inhibition, % at 33 µM; AlphaScreen SSBct-PriA binding, biotinylated peptide; hit rate 0.6% among 430,000; in the data active means inhibition mostly above about 37%, no sharp cut-off; inactive means mostly below about 20%;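 further: plate controls were negative control peptide for no effect and reference peptide for full effect; strong numbers were not always called active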
CCHFV vOTU inh = CCHFV vOTU protease inhibition; AID 651958; inhibition, % at 11.5 µM; Pep-AMC fluorescence; hit rate 0.55% among 370,000; in the data active means inhibition above about 30%; further: 0% = vehicle wells with enzyme and 100% = no enzyme wells
Starred values were filed as active, the others as inactive; i = inactive; · = not tested or not shown; & = joins results of further samples. Unless noted, no stated cut-off is given here; in the data, active means inhibition above about 30%; inconclusive means no clear call, values can overlap the other calls; inactive means below that. This is a subset, so the mix of outcomes need not match the whole.

SMILES	BoNT-A LC inh2	PfHsp40 rescue	TcdB inh	Vc quorum ag	Yp Topo-I inh	SARS 3CLpro inh	Anthrax LF prot	VHR inh abs	PriA SSB inh	CCHFV vOTU inh
COc1cc(N=C2C(=O)N3CCCc4cccc2c43)cc(OC)c1	-0.7	0.3	·	-0.3	14	2	-1	-1	-2	-8
COc1cccc(N2CCN(c3nc(C)c(C)c(=O)[nH]3)CC2)c1	1.8	0.6	-1.6	-0.8	8	2	0	1	-23	-7
CC(C(=O)O)N1C(=O)/C(=C/c2cccn2C)SC1=S (stereo unspecified)	-0.7	-1.6	·	i	-7	4	-1	-1	1	9
CN1CCN(Cc2nc3c([nH]2)c(=O)[nH]c(=O)n3C)CC1	0.2	0.7	·	-0.1	-6	-1	-2	16	-13	-7
O=C(O)CC1S/C(=N\N=C/c2ccccc2O)N(c2ccc(O)cc2)C1=O (stereo unspecified)	0.3	-0.3	0.8	-0.3	9	2	-1	29	·	2
COC(=O)C(C#N)c1nc2ccccc2nc1N1CCCC1 (stereo unspecified)	4.1	-1.3	·	7.2	-1	5	4	8	-4	0
CC(=O)c1c(C)[nH]c(C(=O)CSc2nnc(-c3ccco3)n2Cc2ccccc2)c1C	0.2	0.4	·	-2.0	2	4	0	21	9	0
O=C(Nc1nnc(Cc2ccccc2)s1)C1CCN(C(=O)c2ccco2)CC1	-3.6	0.5	0.2	-5.6	26	-1	11	17	2	1
CCOC(=O)C1(CC2CCCCO2)CCN(Cc2ccccc2-c2ccco2)CC1 (stereo unspecified)	0.9	7.3	-4.2	-0.2	9	2	6	25	7	-2
CCCN(C(=O)CCNC(=O)Cn1cnc2ccccc2c1=O)c1cccc(C)c1	-3.7	0.8	1.0	0.6	7	-6	-5	17	-6	14
COC(=O)C1=C(c2ccc(C(C)=O)cc2)C[C@@H]2CC[C@H]1N2C(=O)NCc1ccc2c(c1)OCO2	-0.4	-0.3	0.2	i	3	·	-11	·	-22	9
CC1(C)Cc2c(cnn2-c2ccc(F)cc2)C(NC(=O)c2ccoc2)C1 (stereo unspecified)	-0.4	-0.6	-1.0	-0.3	4	-1	-2	14	-3	13
CC(NC(=O)c1ccc(N(C)C)cc1)C(c1cccs1)N1CCN(C)CC1 (stereo unspecified)	0.2	0.2	·	-3.2	0	-1	-5	17	1	-7
O=C(NC(CC1CCCCC1)C(=O)O)c1ccccc1 (stereo unspecified)	0.0	-0.7	-1.0	-0.4	4	·	6	·	15	6
COc1cc(F)ccc1-c1cc(C(=O)Nc2ccc(NC(C)=O)cc2)[nH]n1	-1.5	·	1.0	-0.7	-6	·	-10	·	·	-2
COc1cc(C(=O)Nc2ccc(OCC(=O)N3CCOCC3)cc2C)cc(OC)c1OC	0.3	1.3	2.0	-4.0	-8	-8	-4	30	5	0
COc1cc(C#N)ccc1OCC(=O)c1ccc2c(c1)OCCO2	-0.3	0.6	·	-0.4	6	1	0	24	-3	2
CC(C)CCN1CCN(Cc2nc3ccccc3s2)CC1CCO (stereo unspecified)	-0.2	-0.7	0.3	0.4	2	3	-3	25	-3	-5
CCCC(CCC)C(=O)NCCN1CCOCC1	0.3	-0.1	·	i	2	5	4	-9	-13	-1
COc1ccc(C2C3=C(COC3=O)Oc3cc4c(cc32)OCO4)cc1OC (stereo unspecified)	-0.3	-1.3	1.1	1.0	1	·	0	·	-3	-10
FC(F)(F)c1nnc2ccc(-n3ccnc3)nn12	-0.1	3.4	0.4	1.3	5	-7	2	34	-6	-1
Cc1cncc(NCc2ccc3c(c2)OCO3)n1	-0.2	·	1.7	i	-4	·	-4	·	·	1
O=C(NCc1ccccc1Cl)C1CCN(S(=O)(=O)N2CCCCCC2)CC1	-2.8	-1.4	·	-0.3	7	-1	0	54*	-9	-8
O=C(NCCCN=C1NS(=O)(=O)c2ccccc21)c1ccc(F)cc1	0.8	1.7	-0.4	i	0	0	-1	14	-4	-7
CC(C)c1nnc(SCC(=O)NCCC2=CCCCC2)n1N	0.8	1.2	·	i	-8	-3	-1	-10	-5	3

Continuation:
SMILES	BoNT-A LC inh2	PfHsp40 rescue	TcdB inh	Vc quorum ag	Yp Topo-I inh	SARS 3CLpro inh	Anthrax LF prot	VHR inh abs	PriA SSB inh	CCHFV vOTU inh
COc1ccc(C(C)=O)cc1CSc1nnc(Nc2ccccc2C)s1	-0.2	-1.8	·	-0.4	-5	-2	-2	-4	-11	-14
CCC(=O)c1c[nH]c(C(=O)NCc2cccs2)c1	-1.3	-1.9	0.3	0.4	4	4	-4	23	4	7
O=C(CCS(=O)(=O)c1ccccc1)Nc1nc2ccc(F)cc2s1	-0.1	0.4	-0.4	i	0	·	-6	·	-15&-8	-5
CCCn1c(C)cc(C(=O)COc2ccc(C)nc2[N+](=O)[O-])c1C	-0.3	0.2	0.6	i	1	-5	-3	54*	10	2
CCc1cccc(N(CC(=O)NCc2ccc(F)cc2)C(=O)c2csnn2)c1	0.5	-0.8	0.9	i	7	6	-5	-5	0	-6
O=S(=O)(c1ccc(F)cc1)N1CCCN(Cc2c(F)cccc2F)CC1	-1.4	-3.0	0.0	1.1	-3	-1	-8	6	2	25
CCOC(=O)c1c(C)[nH]c(C)c1S(=O)(=O)N1c2ccccc2CC1C (stereo unspecified)	-2.6	-0.6	0.4	-0.9	-8	2	-4	38	4	5
Cc1ccccc1NC(=O)Cc1nc(COC(=O)c2ccc(C(F)(F)F)cc2)cs1	0.6	0.2	0.4	i	-6	·	-1	·	1	14
CC(C)c1cn(C2OC(COC(=O)c3ccccc3)C(OC(=O)c3ccccc3)C2OC(=O)c2ccccc2)c(=O)[nH]c1=O (stereo unspecified)	0.6	-0.4	·	i	18	·	0	·	-5	4
CCCCNc1c(-c2ccc(OC)c(SC(C)CC)c2)nc2cnccn12 (stereo unspecified)	-0.3	18	0.3	0.5	19	·	9	·	4	-2
O=C(NCCN1C(=O)S/C(=C\c2cccc(Cl)c2Cl)C1=O)C1=COCCO1	0.1	19	-0.1	-1.1	30	0	1	23	5	14
COc1ccc(N2CCN(CC(O)COC(C)(C)C)CC2)cc1 (stereo unspecified)	-1.5	0.4	0.0	3.2	-3	2	-2	18	5	-9
COc1ccccc1/C=N/NC(=O)COCC(=O)N/N=C/c1ccccc1OC	-0.6	-1.1	4.5	i	12	-5	-6	-29	·	8
O=C1c2cccc([N+](=O)[O-])c2C(=O)N1c1cccnc1	-0.9	-0.9	0.1	-0.2	10	0	3	-2	3	-7
COc1ccc(S(=O)(=O)N2CCN(C(=O)NC3CCCCC3)CC2)cc1	0.0	-0.1	0.3	-0.2	-1	1	-1	1	5	-10
O=C(NCC1(O)CCCCC1)C1CCC(=O)N(Cc2cccc(C(F)(F)F)c2)C1 (stereo unspecified)	0.7	-0.6	0.4	i	-2	-1	2	23	4	2
CCOC(=O)c1ccccc1NC(=O)C(C)Oc1ccccc1 (stereo unspecified)	1.0	1.9	·	-0.6	36	-1	-1	12	-51	11
COc1ccc(-c2cc(C(F)(F)F)nc(-n3cc(Cl)cn3)n2)cc1	-0.4	-0.1	·	i	0	6	-14	-25	-16	-1
CC(C)c1c(O)nc(SCc2ccccc2)[nH]c1=O	-0.2	-1.1	·	-0.4	-1	0	1	22	-6	6
Cc1ccc(S(=O)(=O)N(C)CC(=O)N2CCCCCC2)cc1	3.0	-1.3	0.2	-0.1	-1	1	17	2	-17	11
COc1ccc(NC(=O)COC(=O)c2ccc(OC)c(S(=O)(=O)N3CCCC3)c2)cc1OC	-0.6	0.1	1.0	3.7	11	·	-6	·	2	6

Compounds from the list above that have a halogen (twelve):
SMILES	BoNT-A LC inh2	PfHsp40 rescue	TcdB inh	Vc quorum ag	Yp Topo-I inh	SARS 3CLpro inh	Anthrax LF prot	VHR inh abs	PriA SSB inh	CCHFV vOTU inh
CC1(C)Cc2c(cnn2-c2ccc(F)cc2)C(NC(=O)c2ccoc2)C1 (stereo unspecified)	-0.4	-0.6	-1.0	-0.3	4	-1	-2	14	-3	13
COc1cc(F)ccc1-c1cc(C(=O)Nc2ccc(NC(C)=O)cc2)[nH]n1	-1.5	·	1.0	-0.7	-6	·	-10	·	·	-2
FC(F)(F)c1nnc2ccc(-n3ccnc3)nn12	-0.1	3.4	0.4	1.3	5	-7	2	34	-6	-1
O=C(NCc1ccccc1Cl)C1CCN(S(=O)(=O)N2CCCCCC2)CC1	-2.8	-1.4	·	-0.3	7	-1	0	54*	-9	-8
O=C(NCCCN=C1NS(=O)(=O)c2ccccc21)c1ccc(F)cc1	0.8	1.7	-0.4	i	0	0	-1	14	-4	-7
O=C(CCS(=O)(=O)c1ccccc1)Nc1nc2ccc(F)cc2s1	-0.1	0.4	-0.4	i	0	·	-6	·	-15&-8	-5
CCc1cccc(N(CC(=O)NCc2ccc(F)cc2)C(=O)c2csnn2)c1	0.5	-0.8	0.9	i	7	6	-5	-5	0	-6
O=S(=O)(c1ccc(F)cc1)N1CCCN(Cc2c(F)cccc2F)CC1	-1.4	-3.0	0.0	1.1	-3	-1	-8	6	2	25
Cc1ccccc1NC(=O)Cc1nc(COC(=O)c2ccc(C(F)(F)F)cc2)cs1	0.6	0.2	0.4	i	-6	·	-1	·	1	14
O=C(NCCN1C(=O)S/C(=C\c2cccc(Cl)c2Cl)C1=O)C1=COCCO1	0.1	19	-0.1	-1.1	30	0	1	23	5	14
O=C(NCC1(O)CCCCC1)C1CCC(=O)N(Cc2cccc(C(F)(F)F)c2)C1 (stereo unspecified)	0.7	-0.6	0.4	i	-2	-1	2	23	4	2
COc1ccc(-c2cc(C(F)(F)F)nc(-n3cc(Cl)cn3)n2)cc1	-0.4	-0.1	·	i	0	6	-14	-25	-16	-1
